Assay outcomes from PubChem BioAssay.
TAAR1 ag = human TAAR1 agonists, primary screen, Fluo-8 calcium fluorescence, CHO RD-HGA16 cells; vehicle wells 0%, saturating PEA agonist 100%; activation, % at 3 µM; 360,000 tested, 0.99% active; Trace amine-associated receptor 1 (Homo sapiens), Q96RJ0;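 active = activation above the mean activation of all test compounds in the run plus 3 SD, cut at about 38% in these data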
Target sequence (Q96RJ0 whole entry, looked up): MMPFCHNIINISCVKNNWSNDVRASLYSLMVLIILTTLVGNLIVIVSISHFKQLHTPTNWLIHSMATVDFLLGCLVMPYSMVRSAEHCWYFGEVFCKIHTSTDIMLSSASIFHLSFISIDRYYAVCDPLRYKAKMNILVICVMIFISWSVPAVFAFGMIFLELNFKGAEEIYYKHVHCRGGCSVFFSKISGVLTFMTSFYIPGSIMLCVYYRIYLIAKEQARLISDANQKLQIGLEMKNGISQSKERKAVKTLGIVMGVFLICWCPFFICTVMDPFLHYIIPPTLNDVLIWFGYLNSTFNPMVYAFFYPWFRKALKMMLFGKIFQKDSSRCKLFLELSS
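Repeats: no replicates (n 1) | Material: CHO-derived RD-HGA16 cells with stable Gα16 and human TAAR1 | Technique: Kinetic Fluo-8 calcium fluorescence | Schedule: 17-24 h seeding, 75 min 37 °C dye, 30 min RT | Evaluation: % activation from peak over basal fluorescence ratio, DMSO-to-PEA scaled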
CHRM1 PAM = human M1 muscarinic receptor positive allosteric modulators, primary screen, CHO-K1 cells, Fluo-8 calcium fluorescence, 1536-well; CHO-K1 hM1, ACh EC20; 0% = ACh EC20, 100% = maximal ACh; 360,000 tested, 0.088% active; activation, % at 3 µM; Muscarinic acetylcholine receptor M1 (Homo sapiens), P11229; in the data active = activation above about 19%, passing the limit was not always enough
Target sequence (P11229 whole entry, looked up): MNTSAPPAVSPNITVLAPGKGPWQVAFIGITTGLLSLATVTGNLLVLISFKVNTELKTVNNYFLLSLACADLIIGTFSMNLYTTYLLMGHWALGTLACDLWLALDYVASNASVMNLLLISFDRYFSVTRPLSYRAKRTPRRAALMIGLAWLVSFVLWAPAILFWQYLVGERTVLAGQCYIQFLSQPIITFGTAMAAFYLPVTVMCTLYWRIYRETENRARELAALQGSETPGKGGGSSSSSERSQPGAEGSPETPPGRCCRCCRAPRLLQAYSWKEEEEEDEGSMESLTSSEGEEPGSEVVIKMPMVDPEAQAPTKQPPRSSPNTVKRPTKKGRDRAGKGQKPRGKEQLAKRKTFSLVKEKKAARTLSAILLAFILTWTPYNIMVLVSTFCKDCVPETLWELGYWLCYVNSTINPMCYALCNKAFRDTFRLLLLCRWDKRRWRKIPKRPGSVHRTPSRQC
CHRM1 antagonist = human M1 muscarinic receptor antagonists, primary screen, CHO-K1 cells, Fluo-8 calcium fluorescence, 1536-well; 360,000 tested, 1.3% active; inhibition, % at 3 µM; CHO-K1 hM1, ACh EC80 antagonist; AID 588852, 2011;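 active = percent inhibition above its own plate's cutoff, namely the mean of that plate's compound wells plus 3 SD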;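 note: peak over basal fluorescence ratio during 140 s after agonist addition; 0% = ACh EC80 plus DMSO and 100% = DMSO alone without agonist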
CHO-K1 Ca PAM = nonselective calcium activators in parental CHO-K1 cells, primary screen, counter-screen for M1 PAM project, cell-based, Fluo-8 calcium fluorescence, full deck, 1536-well. ATP EC20; 0% at ATP EC20, 100% at ATP max. AID 602247, 2012. activation, % at 3 µM. 360,000 tested, 0.02% active;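 active = activation above the run cutoff, the mean activation of all test compounds plus 3 SD, cut at about 40% in these data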;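 note: peak over basal fluorescence ratio in a 140 s read after ATP addition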
CHO parental Ca = ATP-evoked calcium signal inhibitors, parental CHO, primary screen, counter-screen for OX1R antagonist project, cell-based, fluorescence, Fluo-8 calcium dye | parental CHO-K1, ATP-induced calcium, Fluo-8 fluorescence | inhibition, % at 5.6 µM | 330,000 tested, 0.63% active | AID 463079, 2010;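 active = inhibition above that plate's mean sample inhibition plus 3 SD, cut at about 26% in these data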;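 note: 0% = ATP-challenged DMSO wells and 100% = DMSO wells without ATP; some compounds past the cut are filed as inactive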
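test system = CHO parental line | reagent = ATP stimulus | measured by = intracellular calcium via Fluo-8 no-wash fluorescent dye | control set = ATP and no-ATP DMSO wells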
CHO-K1 Ca antag = nonselective inhibitor or artifact in parental CHO-K1 cells; ATP-induced calcium, Fluo-8 fluorescence; inhibition, % at 3 µM; 360,000 tested, 0.6% active;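 active = inhibition above a per-plate cutoff, the plate's mean sample inhibition plus 3 SD, cut at about 24% in these data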;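 note: 0% = DMSO plus EC80 ATP and 100% = DMSO alone without ATP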
CHRM1 agonist = human M1 muscarinic receptor agonists, primary screen, Fluo-8 calcium fluorescence, CHO-K1 cells, HTS. CHO-K1 hM1, agonist mode; 0% DMSO, 100% acetylcholine EC100. 360,000 tested, 0.33% active. activation, % at 3 µM. Muscarinic acetylcholine receptor M1 (Homo sapiens), P11229. AID 588814, 2011;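 active = activation above the run's mean compound activation plus 3 SD, cut at about 16% in these data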;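 note: peak over basal fluorescence ratio within a 140 s kinetic read after compound addition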
TAAR1 antag = human TAAR1 antagonists, primary screen, Fluo-8 calcium fluorescence, CHO RD-HGA16 cells | antagonist | inhibition, % at 3 µM | AID 624466, 2012 | 360,000 tested, 1.5% active;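 active = inhibition above a per-plate cutoff, the mean inhibition of test compounds on that plate plus 3 SD, cut at about 49% in these data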;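 note: 0% = DMSO plus EC80 beta-PEA response and 100% = DMSO alone without agonist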
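Assay system: RD-HGA16 CHO cells with stable hTAAR1 and Gα16 / Reagent: EC80 β-phenethylamine stimulus / Doses: 3 µM, single point / Timing: dye loading 75 min at 37 °C, then 30 min room temperature / Measured by: Fluo-8 intracellular calcium dye fluorescence, real-time kinetic reads / Controls: vehicle wells and EC80 agonist wells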
CHO-K1 Ca ag = counter-screen for M1 agonists: effect in parental CHO-K1 cells; Fluo-8 calcium fluorescence; scaled to maximal ATP response, vehicle zero; activation, % at 3 µM; 360,000 tested, 0.48% active; in the data active = activation above about 15%;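 note: untransfected CHO-K1 host cells lacking M1 receptor as counterscreen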
* = called active by the depositor; . = no result given.

The line under a structure holds: TAAR1 ag	CHRM1 PAM	CHRM1 antagonist	CHO-K1 Ca PAM	CHO parental Ca	CHO-K1 Ca antag	CHRM1 agonist	TAAR1 antag	CHO-K1 Ca ag
- Cc1ccc(S(=O)(=O)N2C[C@@H](C)[C@]3(C2)[C@H](O)[C@H](OC(=O)NC2CC2)C[C@H]2C(=O)N(c4ccccc4)C(=O)[C@H]23)cc1
→ 0	3	-6	27	.	-20	-4	-20	0.5
- O=C(CCN1C(=O)c2ccccc2C1=O)Nc1ccc(S(=O)(=O)NC2=NCCCCC2)cc1
→ 10	7	-8	-7	-12	-13	4	-25	0.1
- Cc1c(C(=O)Nc2cccc([N+](=O)[O-])c2)csc1-c1ccccc1
→ 14	-15	6	16	-4	-4	-3	81*	1.2
- O=C(/C=C/Nc1ccccc1O)c1ccco1
→ -1	4	-5	-10	0	-8	-2	-13	0.8
- Nc1nonc1-n1nnc(C(=O)N/N=C/c2ccncc2)c1-c1cccs1
→ 10	-1	7	-10	-10	-3	1	-9	2.2
- Cc1cccc(NC(=O)c2cc(NC(=O)C3CC=CCC3C(=O)O)ccc2N2CCOCC2)c1 (stereo not given)
→ 1	-1	11	16	-13	8	-3	2	-0.2
- O=C1c2nccnc2C(=O)N1c1ccc(C(F)(F)F)cc1
→ 5	-1	5	-5	-12	-5	-3	-21	0.8
- COc1ccc(-n2cnc3cc([N+](=O)[O-])ccc32)cc1
→ -3	6	-2	-3	.	5	-7	14	0.5
- O=[N+]([O-])c1ccccc1Oc1ncccc1[N+](=O)[O-]
→ 0	4	-8	-3	15	-11	-2	-6	2.9
- CC(=O)c1ccc(N(C(=O)CNC(=O)c2ccco2)C(C(=O)NC2CCCC2)c2ccco2)cc1 (stereo not given)
→ 4	16	-12	22	-1	-14	-2	-4	-0.2
- CCOC(=O)C1CCN(c2nc3ccccc3nc2C(C#N)C(=O)OC(C)C)CC1 (stereo not given)
→ 2	-3	7	20	0	-3	-1	-5	1.4
- O=C(C[N+]1(CC#Cc2ccccc2)CCCCC1)c1ccc(Cl)cc1
→ 1	-38	52*	8	-23	-15	-16	6	0.4
- COc1ccccc1NS(=O)(=O)c1ccc(C(=O)NCC2(N(C)C)CCCCC2)cc1
→ 4	-2	0	-2	-7	0	-8	-7	1.7
- O=C1CC(C(=O)N2CCOCC2)C2(CCCCC2)O1 (stereo not given)
→ 1	0	0	24	1	-18	0	7	0.8
- CCCn1c(=NC(=O)c2ccncc2)c(C#N)cc2c(=O)n3cccc(C)c3nc21
→ .	2	-5	-4	.	-4	-4	.	0.3
- CCC(C(=O)NCCc1ccc(S(N)(=O)=O)cc1)c1ccccc1 (stereo not given)
→ 0	-2	9	-26	-4	6	-4	-8	0.6
- CCOC(=O)c1c(NC(=O)CN2CCCCC2)sc2c1CCCC2O (stereo not given)
→ 3	14	-22	28	-15	-16	0	-7	0.1
- COc1cc(NC(=O)c2cc(-c3ccccc3)on2)cc(OC)c1OC
→ 9	16	-23	14	-25	-10	0	29	2.8
- COc1ccccc1CN1CCCCCC1
→ 1	-1	0	-14	-10	14	-10	-19	-0.7
- Cc1ccc(-c2[nH]c3ccccc3c2C(C[N+](=O)[O-])c2ccco2)cc1 (stereo not given)
→ 15	-3	-4	8	-10	6	-5	63*	0.4
- CC(C)c1nnc(NC(=O)c2cccs2)s1
→ 2	5	-11	9	-7	1	0	-25	-0.2
- CC1CCCCN1C(=S)NCCc1ccccc1 (stereo not given)
→ 47*	5	-7	5	-7	-3	-3	-12	-0.1
- CCn1c(CNC(=O)c2ccc(OC)c(OC)c2)nnc1SCC(=O)Nc1ccccc1
→ 0	-1	6	-10	-6	7	-6	-11	-0.8
- C/C(=N\NC(=S)Nc1ccc(C(C)C)cc1)c1ccc2c(c1)OCO2
→ 4	-9	13	-9	-12	-8	-3	25	-0.2
- O=C(c1ccccc1)c1nnc(-c2ccncc2)o1
→ -1	-1	8	-3	-5	9	0	-12	0.4
- COc1ccc(/C=C/C(=O)c2cc(F)ccc2OC(=O)c2ccccc2OC)cc1OC
→ 10	2	10	16	.	-5	-2	7	4.0
- CCCN1CCc2c(sc(NC(=O)CCS(=O)(=O)c3ccccc3)c2C(=O)OC)C1
→ 8	-3	13	0	-4	13	-2	40	8.7
- Nc1c(N(Cc2ccccc2)C(=O)COc2ccc(F)cc2)c(=O)[nH]c(=O)n1Cc1ccccc1
→ 0	9	-10	4	-8	-2	-2	-12	0.0
- COCc1c(C(=O)N2CCN(Cc3ccc(C#N)cc3)CC2)oc2ccccc12
→ -1	1	-3	17	-13	-16	-4	-9	4.3
- Cc1cccc(NC(=O)CSCc2c(C)noc2C)c1C
→ 8	10	-16	23	-10	-3	-2	-6	0.7
- COc1ccc(-c2cc3ccc(OCc4nn[nH]n4)cc3oc2=O)cc1
→ 12	6	1	10	9	-4	-4	-24	0.2
- O=C1CN(C(=O)c2ccccc2)c2ccccc2N1
→ 4	5	-1	-4	-9	6	-2	2	0.0
- COC(=O)c1ccc(N(C(=O)CNC(=O)c2ccco2)C(C(=O)NCC2CCCO2)c2ccc(OC)c(OC)c2)cc1 (stereo not given)
→ 3	10	-6	-3	-5	1	0	0	0.3
- Cc1ccc(-c2cc(C(=O)Nc3cccnc3)c3ccccc3n2)o1
→ 17	6	-1	-6	-19	8	0	33	0.5
- Cc1cc(NS(=O)(=O)c2ccc(NC(=O)C(C)Oc3ccc(C(C)C)cc3)cc2)no1 (stereo not given)
→ 23	3	-2	5	-2	-9	3	6	3.4
- CCc1nn(CC(=O)NCCCN2CCOCC2)c(=O)c2cc3sccc3n12
→ 3	-6	19	-9	3	-1	-3	-6	-0.6
- CCCn1c(C)cc(C(=O)CN2C(=O)c3ccccc3S2(=O)=O)c1C
→ 1	4	-11	9	.	-10	-4	11	0.6
- C=CCOc1cccc(/C=N/NC(=O)CN(c2cc(Cl)ccc2OC)S(=O)(=O)c2ccc(C)c([N+](=O)[O-])c2)c1
→ 2	-6	0	-3	-13	4	-5	7	0.0
- Cc1c(-c2nnc(SCC(=O)O)n2-c2ccccc2Br)nnn1-c1ccccc1
→ 6	10	-12	18	-4	-8	-1	14	2.1
- CC(C)C[C@H]1CN=C(Nc2ccccc2)N1CC1CCCC1
→ 7	-2	-1	6	-16	-13	-11	-8	0.5
- COc1ccc2oc(C(=O)OCC(=O)NC(C)c3ccccc3)c(C)c2c1 (stereo not given)
→ 0	3	-6	3	-8	-13	3	-12	2.2
- COC(=O)[C@@]1(Cc2ccccc2)[C@H]2C(=O)N(C)C(=O)[C@H]2[C@H]2CN=C(SCc3ccc(C#N)cc3)N21
→ 11	-1	0	19	-13	-6	-4	-4	1.4
- CC(=O)Nc1ccc(C(=O)OCC(=O)NC(=O)NC2CCCCC2)cc1
→ 2	8	3	14	-6	1	-2	-3	0.4
- Cc1ccc(OCC(=O)Nc2ccc(NC(=O)c3ccccc3)c(C)c2)cc1
→ 44*	1	-1	8	.	-6	-2	44	0.7
- CC(=O)N1CCC(C(=O)Nc2ccc(S(=O)(=O)N3CCC(C)CC3)cc2)CC1
→ 0	0	6	-8	-5	10	-5	-22	-0.3
- Cc1cc(NC(=O)CCC(=O)N(Cc2ccc(F)cc2)C(C(=O)NC2CCCC2)c2ccco2)no1 (stereo not given)
→ -4	5	-13	-4	-25	-24	-4	-18	0.8
- COCCNC(=O)c1ccc2c(c1)NC(=O)CS2
→ 5	6	-8	15	5	-8	-5	7	0.2
- O=C(Nc1cccc(C(F)(F)F)c1)c1scc2c1OCCO2
→ 2	3	2	6	43*	-12	-7	7	0.5
- COc1ccc(CN2CCNC(=O)C2CC(=O)NC2CCCCCC2)c(C)c1C (stereo not given)
→ -1	9	-18	-7	-24	5	-3	1	0.0
- COc1ccc(OCCOCCN2CCc3ccccc3C2)cc1
→ 32	3	-8	-4	-16	6	-7	11	0.0
- Cc1ccccc1-c1cc(C(=O)NCc2cccc(Br)c2)n(CC2CC(c3cccnc3)=NO2)n1 (stereo not given)
→ 11	-19	27	-3	4	-8	-10	69*	0.6
- Cc1ccc(C)c(NC(=O)CN(C)C(=O)c2nn(C)c(=O)c3ccccc23)c1
→ 12	1	0	15	-19	-16	-4	7	2.7
- OC[C@@H]1CN(Cc2cccs2)C[C@H](n2cnc3c(NC4CCCC4)ncnc32)O1
→ 1	6	-12	-3	.	1	-3	-7	1.4
- CC(C)OC(=O)CSc1nnc(-c2cnccn2)n1Cc1ccco1
→ 1	-2	13	2	-11	3	-2	1	-0.1
- O=C(CO/N=C/c1cccc([N+](=O)[O-])c1)NC1CCCCCC1
→ 1	0	4	-7	-8	8	-6	-9	1.0
- CCCCNC(=O)/C(C#N)=c1\s/c(=C\c2ccccc2OC(F)F)c(=O)n1CCCOC
→ 1	8	-10	25	-24	-18	-4	-11	0.7
- Cc1c(C(=O)NCCCc2ccccc2)cccc1[N+](=O)[O-]
→ 1	10	-13	19	-19	-9	-5	1	0.3
- CCOC(=O)N1CCN(c2ccc(C(=O)c3ccccc3)cc2F)CC1
→ 16	3	-7	10	-12	-4	1	8	1.1
- COC(=O)c1ccc(/C=C/c2nc3ccccc3c(=O)[nH]2)cc1
→ 0	4	-6	-3	-9	-21	-5	5	0.8
- CSCCC(NC(=O)c1ccc([N+](=O)[O-])cc1Cl)C(=O)OCC(=O)NC1CCCC(C)C1C (stereo not given)
→ 6	-9	12	-13	-22	14	-6	13	0.4

An excerpt from above in order of their number in CHRM1 PAM, falling.
canonical_smiles	CHRM1 PAM	CHRM1 antagonist	CHRM1 agonist	TAAR1 antag
Nc1c(N(Cc2ccccc2)C(=O)COc2ccc(F)cc2)c(=O)[nH]c(=O)n1Cc1ccccc1	9	-10	-2	-12
O=C1CN(C(=O)c2ccccc2)c2ccccc2N1	5	-1	-2	2
CSCCC(NC(=O)c1ccc([N+](=O)[O-])cc1Cl)C(=O)OCC(=O)NC1CCCC(C)C1C (stereo not given)	-9	12	-6	13

The list continues:
The line under a structure holds: TAAR1 ag	CHRM1 PAM	CHRM1 antagonist	CHO-K1 Ca PAM	CHO parental Ca	CHO-K1 Ca antag	CHRM1 agonist	TAAR1 antag	CHO-K1 Ca ag
- O=C(CCC(=O)N(CC(=O)NC1CCCC1)C1CCCC1)Nc1ccccn1
→ 0	8	-19	14	-6	-4	-2	-11	0.0
- CCCCc1cc(=O)oc2cc(OCc3nn[nH]n3)c(Cl)cc12
→ 7	2	-6	15	7	-4	-3	-9	1.0
- O=C(Nc1cccs1)Nc1c(F)c(F)c(F)c(F)c1F
→ 35	0	6	7	7	8	0	-1	13
- CCCc1cc(=O)n2nc(N3CCC(C(=O)NCc4ccc(C)o4)CC3)sc2n1
→ 0	16	-21	10	-6	-19	-3	-6	0.5
- COc1ccc(-c2c(-c3cc(OC)c(OC)c(OC)c3)noc2C)cn1
→ .	-9	14	6	-16	-5	-4	.	-0.1
